IDE act: human IDE activators in live cells, primary screen, fluorescence polarization, HEK cells, FAbeta-B substrate | 0.073% of 340,000 active | FAbeta-B cleavage; 0% vehicle, 100% cell-free pure enzyme wells | activation, % at 5.96 µM | AID 493087, 2011;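 active = activation above the mean of all tested compounds plus 3 SD, set per screening campaign, cut at about 17% in these data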
Target sequence (P14735 whole entry, looked up): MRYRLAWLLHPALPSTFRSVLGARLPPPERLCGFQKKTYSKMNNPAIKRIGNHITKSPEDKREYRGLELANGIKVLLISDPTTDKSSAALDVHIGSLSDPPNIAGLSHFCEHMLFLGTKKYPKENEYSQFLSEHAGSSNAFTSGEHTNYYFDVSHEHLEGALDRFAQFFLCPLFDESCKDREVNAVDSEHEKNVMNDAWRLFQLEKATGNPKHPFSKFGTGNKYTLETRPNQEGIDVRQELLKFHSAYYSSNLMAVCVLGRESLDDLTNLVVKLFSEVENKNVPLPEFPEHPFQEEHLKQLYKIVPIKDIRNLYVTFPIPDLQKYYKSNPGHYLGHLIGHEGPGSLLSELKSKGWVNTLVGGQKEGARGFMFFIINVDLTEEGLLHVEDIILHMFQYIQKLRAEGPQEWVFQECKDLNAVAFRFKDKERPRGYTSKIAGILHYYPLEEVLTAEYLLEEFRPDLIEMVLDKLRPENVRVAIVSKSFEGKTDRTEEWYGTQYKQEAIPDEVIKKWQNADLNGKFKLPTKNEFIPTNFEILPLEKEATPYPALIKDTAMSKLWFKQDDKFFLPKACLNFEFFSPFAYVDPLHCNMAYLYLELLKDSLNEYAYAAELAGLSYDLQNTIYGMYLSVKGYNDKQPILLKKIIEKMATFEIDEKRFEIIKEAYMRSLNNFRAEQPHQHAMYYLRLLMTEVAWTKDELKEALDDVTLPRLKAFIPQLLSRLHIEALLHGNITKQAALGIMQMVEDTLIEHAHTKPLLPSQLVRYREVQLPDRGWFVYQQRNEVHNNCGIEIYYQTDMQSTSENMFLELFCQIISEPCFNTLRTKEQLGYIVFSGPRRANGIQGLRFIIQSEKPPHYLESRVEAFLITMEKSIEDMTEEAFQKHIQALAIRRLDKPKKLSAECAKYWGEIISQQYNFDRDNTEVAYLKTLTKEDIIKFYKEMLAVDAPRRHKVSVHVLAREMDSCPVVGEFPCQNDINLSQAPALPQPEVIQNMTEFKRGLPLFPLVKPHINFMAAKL
* hit, by the source's call.

Results for CN(c1ccc(OCC(=O)NCCc2ccccc2)cc1)S(=O)(=O)c1ccc(Cl)cc1 ?
IDE act: -1

How did C=CC[C@@H](CC(=O)N(CCO)Cc1ccccc1)C(=O)N[C@@H](COC(=O)[C@H](CC=C)CC(=O)OC(C)(C)C)Cc1c[nH]c2ccccc12 do in these assays?
IDE act: 8

How did CC(C)(C)OC(=O)C[C@H]1C/C=C\C[C@H](CC(=O)NCCO)C(=O)NCCOC1=O do in these assays?
IDE act: 0

How did Cc1cc(Br)ccc1NC(=O)CN(C)C(=O)CNC(=O)Cc1ccccc1 do in these assays?
IDE act: 1

Results for Cc1ccc(NC(=O)C(C)N2C(=O)c3ccccc3S2(=O)=O)cc1Cl (configuration not stated) ?
IDE act: -2

How did O=C(NNC(=O)C1CCC1)c1ccc(Br)cc1 do in these assays?
IDE act: 2

Results for COc1cc(C2c3cc4c(cc3CC3COC(=O)N32)OCO4)cc(OC)c1OC (configuration not stated) ?
IDE act: 7

How did O=[N+]([O-])c1ccc(C2=CSC3=NCCN23)cc1 do in these assays?
IDE act: -2

Results for O=[N+]([O-])c1cccc(S(=O)(=O)Nc2ccc(-c3ccc(N4CCOCC4)nn3)cc2)c1 ?
IDE act: -3

How did O=C(CC(O)CCc1ccccc1)c1ccc(O)cc1 (configuration not stated) do in these assays?
IDE act: 6

Among those listed so far, these contain nitrogen in an aromatic ring:
How did C=CC[C@@H](CC(=O)N(CCO)Cc1ccccc1)C(=O)N[C@@H](COC(=O)[C@H](CC=C)CC(=O)OC(C)(C)C)Cc1c[nH]c2ccccc12 do in these assays?
IDE act: 8

Results for O=[N+]([O-])c1cccc(S(=O)(=O)Nc2ccc(-c3ccc(N4CCOCC4)nn3)cc2)c1 ?
IDE act: -3

(listing goes on)
What do the screens show for `COc1ccc(C(C)=O)cc1COC(=O)CCNS(=O)(=O)c1ccc(C)c(C)c1`?
IDE act: -3

How did Cc1ccc(OCC(=O)NC2CCS(=O)(=O)C2)c([N+](=O)[O-])n1 (configuration not stated) do in these assays?
IDE act: 4

Results for CN(C(=O)CSc1nnc(-c2ccccc2F)o1)c1ccccc1 ?
IDE act: 4

Results for OCc1ccc(-c2nn(Cc3ccccc3)c3ccccc23)o1 ?
IDE act: 9

Results for CC(=O)Nc1ccc2c(c1)C(=O)c1cccc(C(=O)O)c1-2 ?
IDE act: 3

Results for CC(=O)c1ccc(OC(=O)CCNC(=O)c2ccccc2)cc1 ?
IDE act: -1

How did COc1ccc(C(=O)NCC(=O)N2CC=C(c3ccccc3)CC2)cc1OC do in these assays?
IDE act: -8

What do the screens show for `O=C(C1CCCO1)N1CCN(S(=O)(=O)c2ccc(F)cc2)CC1` (configuration not stated)?
IDE act: 1

Results for CCOC(=O)c1oc2ccccc2c1COC(=O)CNC(=O)c1ccccc1OC ?
IDE act: 2

Results for Cc1ccc(S(=O)(=O)N2CCOCC2)cc1C(=O)OCC(=O)c1ccc[nH]1 ?
IDE act: 6

What do the screens show for `CC1CCCC(C)N1C(=O)c1ccc(S(=O)(=O)N2CCCC2)cc1` (configuration not stated)?
IDE act: 6

How did O=C(NCc1ccccc1CN1CCCC1)C1CCN(S(=O)(=O)c2ccc(F)c(F)c2)CC1 do in these assays?
IDE act: 2

Results for COc1ccc(OCC(=O)N2c3ccccc3CC2C)c([N+](=O)[O-])c1 (configuration not stated) ?
IDE act: -2

How did O=C(COC(=O)/C=C/c1ccccc1Cl)NC(=O)NCc1ccccc1 do in these assays?
IDE act: -2

How did CCCn1c(N)c(N(CCOC)C(=O)c2ccc(S(=O)(=O)N3CCOCC3)cc2)c(=O)[nH]c1=O do in these assays?
IDE act: 4

How did CC(C)(C)OC(=O)[C@H](CCCCN)NC(=O)c1nc[nH]c1C(=O)N[C@@H](CCCCN)C(=O)OC(C)(C)C do in these assays?
IDE act: 0

Results for CC1(C)CC2CC(C)(CN2S(=O)(=O)c2cccc(C(=O)OCC(N)=O)c2)C1 (configuration not stated) ?
IDE act: 8

What do the screens show for `Cc1ccc(-c2csc(C(C#N)=C(O)CN3CCN(C(=O)c4ccco4)CC3)n2)cc1`?
IDE act: 8

What do the screens show for `O=C1Nc2ccccc2CCc2ccccc21`?
IDE act: 0

How did CN(C)CCn1c2c(c(SCC(=O)Nc3ccccc3C(F)(F)F)nc1=O)CCCC2 do in these assays?
IDE act: 3

Results for CN1CC[C@@H]2C(=O)N3CCc4ccc(-c5ccc6c(c5)OCO6)cc4[C@@H]3C[C@@H]21 ?
IDE act: -2

What do the screens show for `O=C(COC(=O)CCSc1ccccc1)Nc1ccccc1`?
IDE act: -1

How did CC1CN(C(=O)c2cc(-c3ccncc3)nc3ccccc23)CC(C)O1 (configuration not stated) do in these assays?
IDE act: 1

Results for O=C(O)COc1ccccc1C=NNc1ccc([N+](=O)[O-])cc1S(=O)(=O)Nc1ccc(Cl)cc1 ?
IDE act: 4

What do the screens show for `Clc1ccccc1-c1ccc2ncnc(NCc3ccc4c(c3)OCO4)c2c1`?
IDE act: -2

How did C=CC[C@@H](Cc1ccc(F)cc1)C(=O)OC[C@@H]1CCCN1C(=O)[C@@H](CC=C)CC(=O)NCCO do in these assays?
IDE act: 1

What do the screens show for `CN(Cc1ccccc1)C(=O)c1ccc(NC(=O)Cc2ccc(NC(=O)C3CCCN(C(=O)C4CCCCC4)C3)cc2)cc1` (configuration not stated)?
IDE act: 3

Results for Cn1nnnc1SCC(=O)c1c(N)n(C2CC2)c(=O)[nH]c1=O ?
IDE act: 3

Results for N#Cc1cccc(OC(=O)c2ccc3c(=O)n4c(nc3c2)CCC4)c1 ?
IDE act: -4

How did CN(C)S(=O)(=O)c1ccc(N2CCCC2)c(C(=O)NNC(=O)COc2ccccc2F)c1 do in these assays?
IDE act: 6

What do the screens show for `CCN(C[C@H]1N[C@@](CC)(C(=O)OC)[C@H]2C(=O)N(C)C(=O)[C@@H]12)C(=O)COc1ccccc1`?
IDE act: 0

Results for Cc1cccc(C(=O)OCC(=O)N(C)CC(=O)Nc2ccc(Cl)c(C(F)(F)F)c2)c1 ?
IDE act: -1

Results for Cc1c(NC(=O)c2cccc(S(=O)(=O)N(C)c3ccccc3)c2)c(=O)n(-c2ccccc2)n1C ?
IDE act: 3

Results for CC(=O)N1CCN(C(=O)COC(=O)c2ccc(S(C)(=O)=O)cc2)CC1 ?
IDE act: 7

Results for COc1ccc(-c2cc(C(=O)N3CCCCC3)c3ccccc3n2)cc1 ?
IDE act: 3

What do the screens show for `Cc1ccccc1NC(=O)COC(=O)[C@@H]1CCCN1C(=O)c1cccs1`?
IDE act: 2

What do the screens show for `NN=C(NN=Cc1ccccc1)c1ccccc1`?
IDE act: -2

What do the screens show for `COc1ccc(NS(=O)(=O)c2cc(C(=O)N3CCN(C/C=C/c4ccccc4)CC3)ccc2C)cc1`?
IDE act: 5

How did CNc1snc(C)c1C(=O)OCC(=O)c1cc(F)ccc1OC do in these assays?
IDE act: 8

What do the screens show for `Cn1c(=O)c2[nH]c(C=Cc3ccc4c(c3)OCO4)nc2n(C)c1=O`?
IDE act: -3

Looked up by structure from the list above (two):
How did CC(C)(C)OC(=O)C[C@H]1C/C=C\C[C@H](CC(=O)NCCO)C(=O)NCCOC1=O do in these assays?
IDE act: 0

Results for Cn1nnnc1SCC(=O)c1c(N)n(C2CC2)c(=O)[nH]c1=O ?
IDE act: 3

The listing continues.
How did CCN(C(=O)COC(=O)c1ccc2c(c1)OCO2)c1ccccc1 do in these assays?
IDE act: 2

How did CCN(CC(=O)Nc1cc(Cl)ccc1C)C(=O)CN1C(=O)NC2(CCCC2)C1=O do in these assays?
IDE act: 1

Results for Cc1ccc(S(=O)(=O)NCC(=O)OC(C)C(=O)c2ccccc2)cc1 (configuration not stated) ?
IDE act: 7

What do the screens show for `Cc1cn(CC(=O)NCc2ccc3c(c2)OCO3)c(=O)[nH]c1=O`?
IDE act: 4

Results for COc1ccc(Cl)c2sc(N(CCN(C)C)C(=O)C3=COCCO3)nc12 ?
IDE act: 0

Results for CC1CCN(C(=O)COC(=O)c2ccc(=O)n(Cc3ccccc3)n2)CC1 ?
IDE act: -5

Results for O=C1NC(=S)SC1=Cc1ccc2c(c1)OCO2 ?
IDE act: 4

How did O=C(CNC(=O)c1ccccc1F)NCc1ccncc1 do in these assays?
IDE act: 3

How did C=CC[C@H](CC(=O)NCCO)C(=O)NC[C@H](OC(=O)[C@@H](CC=C)Cc1ccc(F)cc1)c1ccccc1 do in these assays?
IDE act: 3

Results for C#CCOCCOCCOCCNc1nc(N2CCN(C(=O)C([C@@H](C)O)n3cc([C@@H](N)CCCCN)nn3)CC2)nc(N2CCN(C(=O)[C@H](CCC(=O)O)n3cc([C@@H](N)[C@H](C)CC)nn3)CC2)n1 (some centres not stated) ?
IDE act: -3

Results for O=C(NC1CCCCCCC1)c1ccc(F)c(S(=O)(=O)N2CCOCC2)c1 ?
IDE act: 4

Results for COc1ccc2sc(-c3ccccc3OC)c(-c3ccc4c(c3)OCCO4)c2c1 ?
IDE act: -6

How did C[C@H]1COC(=O)[C@@H](Cc2ccc(F)cc2)C/C=C\C[C@H](CC(=O)NCCO)C(=O)N1 do in these assays?
IDE act: 3

What do the screens show for `O=C(COc1ccccc1[N+](=O)[O-])NCC1COc2ccccc2O1` (configuration not stated)?
IDE act: -1

Results for Cc1ccc(CNC(=O)c2cc(-c3ccccc3C)n(CC3CC(c4cccc([N+](=O)[O-])c4)=NO3)n2)cc1 (configuration not stated) ?
IDE act: 8

What do the screens show for `Cc1cc(NC(=O)C(C)SCC(=O)Nc2ccc(Br)cc2Br)no1` (configuration not stated)?
IDE act: 3

How did C[C@H](CO)N1C[C@H](C)[C@@H](CN(C)C(=O)Nc2ccccc2)Oc2c(NC(=O)Cc3ccccc3)cccc2C1=O do in these assays?
IDE act: 4

How did CCOc1ccc(NC(=O)CN(C)C(=O)c2ccccc2Cc2ccccc2)cc1OCC do in these assays?
IDE act: -3

How did Cc1cccc(C(=O)OCC(=O)c2c(C)[nH]c3ccccc23)c1O do in these assays?
IDE act: 0

Results for Oc1cccc(CN2CCOCC2)c1O ?
IDE act: -2

How did CC(C)N(C(=O)CSc1ccc(S(=O)(=O)N2CCCCC2)cn1)c1ccccc1 do in these assays?
IDE act: 2

What do the screens show for `CCOC(=O)N1C2CCC(C2)N1C(=O)OCC`?
IDE act: 2

Results for CCCN(Cc1nnc(-c2cccs2)o1)C(=O)CN1C(=O)NC2(CCC(C)CC2)C1=O (configuration not stated) ?
IDE act: 3

How did COC(=O)[C@H](CC(C)C)NS(=O)(=O)N(Cc1ccccc1)[C@@H](CC(C)C)C(=O)OC do in these assays?
IDE act: 1

What do the screens show for `CCN(C[C@H]1N[C@@](C)(C(=O)OC)[C@H]2C(=O)N(Cc3ccccc3)C(=O)[C@@H]12)C(=O)c1ccc(C)cc1`?
IDE act: 5

How did O=C(COc1ncnc2ccccc12)NC1CCCCC1 do in these assays?
IDE act: 2

What do the screens show for `Cc1ccc(OCC(=O)N2CC(C)CC(C)C2)c([N+](=O)[O-])n1` (configuration not stated)?
IDE act: -2

How did CC(C)CC1NC(=O)N(CC(=O)Nc2ccc(OC(F)F)cc2)C1=O (configuration not stated) do in these assays?
IDE act: 3

Results for CC1(C)c2ccccc2-c2nc3ccccc3cc2C1N1CCOCC1 (configuration not stated) ?
IDE act: 6

What do the screens show for `Cc1cc(C)cc(OCC(=O)OCC(=O)Nc2cc(S(=O)(=O)N3CCOCC3)ccc2Cl)c1`?
IDE act: 4

Structures from the list above that have a nitro group on carbon, in the order listed:
How did O=[N+]([O-])c1ccc(C2=CSC3=NCCN23)cc1 do in these assays?
IDE act: -2

Results for O=[N+]([O-])c1cccc(S(=O)(=O)Nc2ccc(-c3ccc(N4CCOCC4)nn3)cc2)c1 ?
IDE act: -3

How did Cc1ccc(OCC(=O)NC2CCS(=O)(=O)C2)c([N+](=O)[O-])n1 (configuration not stated) do in these assays?
IDE act: 4

Results for COc1ccc(OCC(=O)N2c3ccccc3CC2C)c([N+](=O)[O-])c1 (configuration not stated) ?
IDE act: -2

Results for O=C(O)COc1ccccc1C=NNc1ccc([N+](=O)[O-])cc1S(=O)(=O)Nc1ccc(Cl)cc1 ?
IDE act: 4

What do the screens show for `O=C(COc1ccccc1[N+](=O)[O-])NCC1COc2ccccc2O1` (configuration not stated)?
IDE act: -1

Results for Cc1ccc(CNC(=O)c2cc(-c3ccccc3C)n(CC3CC(c4cccc([N+](=O)[O-])c4)=NO3)n2)cc1 (configuration not stated) ?
IDE act: 8

What do the screens show for `Cc1ccc(OCC(=O)N2CC(C)CC(C)C2)c([N+](=O)[O-])n1` (configuration not stated)?
IDE act: -2

Carrying on.
What do the screens show for `CS(=O)(=O)c1ccc(Cl)c(NC(=O)CCCc2nc3ccccc3c(=O)[nH]2)c1`?
IDE act: -1

What do the screens show for `CCc1ccc(N=Nc2ccc(O)c3[nH]cnc23)cc1`?
IDE act: -2

How did Cc1ccc(N2C(=O)N3[C@H](c4cccc(C)c4)[C@@H]4C(=O)N(Cc5ccccc5)C(=O)[C@@H]4[C@]3(C)C2=O)cc1 do in these assays?
IDE act: 2

Results for O=C(NC1CCCCC1)c1cccc(N2C(=O)CCC2=O)c1 ?
IDE act: 6

Results for COC(=O)[C@]1(Cc2ccccc2)N[C@H](CN(C)S(=O)(=O)c2ccc(OC)cc2)[C@@H]2C(=O)N(C)C(=O)[C@@H]21 ?
IDE act: 3

How did Cc1ccc(C)c(S(=O)(=O)/N=C(/Nc2ccccc2)c2ccccc2)c1 do in these assays?
IDE act: 0

What do the screens show for `O=C(NCC1COc2ccccc2O1)c1ccc(-n2cncn2)c([N+](=O)[O-])c1` (configuration not stated)?
IDE act: 3

Results for CCN(c1ccccc1)S(=O)(=O)c1ccc(Oc2ccccc2)c(N)c1 ?
IDE act: 2

Source: PubChem BioAssay (The Scripps Research Institute Molecular Screening Center)

This is a subset; count on the stated rates, not on these rows.
